Hsp70 displacement: Hsp70 inhibitors, probe displacement, primary screen, biochemical, fluorescence polarization (AID 583) | 140,000 compounds, 0.06% hits | Hsp70 fluorescence polarization probe displacement, mP; higher % means a stronger effect | one-dose displacement, % at 20 µM; IC50 in µM for titrated hits; in the data active = displacement above about 50%;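 note: plate controls were vehicle for no effect and reference ligand for full effect; a part of the inactive calls stands beside numbers as strong as those of hits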
MKP-3 inhibition: inhibition of rat DUSP6 enzyme activity – biochemical, in vitro, primary screen (AID 425) | recombinant MKP-3 phosphatase activity, fluorescence; higher % means a stronger effect | one-dose inhibition, % at 20 µM; IC50 in µM for titrated hits | 110,000 compounds, 0.17% hits; in the data active = inhibition above about 50%;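 note: plate controls were vehicle for no effect and reference inhibitor for full effect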
Numbers without * were called inactive; nt = not tested or not shown; & = joins results of further samples. Only part of the results is shown. The share of hits here may be higher or lower than overall.

SMILES	Hsp70 displacement	MKP-3 inhibition
O=C(CCCCCn1c(SCc2ccncc2)nc2ccccc2c1=O)NCc1ccco1	3.9%	-1%
CCOC(=O)c1c(CN2CCN(c3ccccc3)CC2)oc2ccc(O)cc12	-5.3%	-5%
Cc1nc2ccc(NC(=O)N3CCC(c4ccccc4)C3)cc2nc1C (configuration not stated)	-0.3%	4%
CC(=O)c1ccccc1NC(=O)CSc1nnc2ccccn12	8.0%	nt
CCCOc1cccc(C(=O)Nc2ccc(F)c([N+](=O)[O-])c2)c1	4.5%	-4%
COc1ccccc1NC(C)=O	-0.5%	-9%
CC(=O)NC(=O)Nc1sc(=S)n(C)c1C	0.3%	2%
CCOC(=O)C1CCN(S(=O)(=O)c2ccc(OC)c(Cl)c2Cl)CC1	3.3%	nt
Cc1cc(N2CC34C=CC(O3)C(C(=O)O)C4C2=O)no1 (configuration not stated)	-0.1%	-21%
Cc1ccc2nc(-c3ccc(NC(=O)c4ccc5c(c4)OCCO5)cc3)sc2c1	-3.0%	14%
Cc1ccnc(NS(=O)(=O)Cc2ccccc2)c1	6.9%	nt
CN(C)c1ccnc2sc3c(=O)n(Cc4ccccc4)cnc3c12	-3.3%	-6%
Cc1cc(C)c2nc(NC(=O)c3ccccc3[N+](=O)[O-])sc2c1	1.9%	0%
Nc1cc2c(cc1C(=O)c1ccccc1)OCCO2	2.3%	nt
N#CC1=C(N)OC2=C(C(=O)CCC2)C12C(=O)N1CCCc3cccc2c31 (configuration not stated)	-4.1%	nt
O=C(CSc1nc(O)cc(=O)[nH]1)Nc1ccc2c(c1)CCC2	-2.0%	1%
Cc1cc(C(=O)NCCN2CCCCC2C)n(-c2ccccc2)n1 (configuration not stated)	4.3%	-6%
COC(=O)c1sccc1NC(=O)/C=C/c1ccc(OC)cc1	-0.4%	0%
c1csc(-c2nnc3ccccn23)c1	4.8%	0%
Cc1cc2ncn(S(=O)(=O)N3CCOCC3)c2cc1C	3.3%	-6%
CC(=O)c1nn(-c2cccc(Br)c2)cc1C(=O)c1ccco1	-3.6%	nt
O=C1c2ccccc2NC(c2ccc(-c3ccccc3[N+](=O)[O-])o2)N1c1ccccc1 (configuration not stated)	-3.2%	0%
COc1cccc2sc(NC(=O)/C=C/c3ccccc3)nc12	-8.0%	5%
Cc1ccccc1OCC1Cn2c(nc3c2c(=O)[nH]c(=O)n3C)O1 (configuration not stated)	5.1%	-4%
CCC(c1nnnn1C1CCCC1)N1CCN(C(=O)c2ccco2)CC1 (configuration not stated)	-88%	0%
Cc1c(N=C/C=C2/N(C)c3ccccc3C2(C)C)c(=O)n(-c2ccccc2)n1C	-6.0%	nt
CCCn1nc(C(=O)NCC(C)(C)N2CCOCC2)c2ccccc2c1=O	1.0%	nt
Cc1cccc(NC(=O)CCc2ccc(C)o2)c1	-0.9%	-13%
CCCCNC(=O)CC1C(=O)N(Cc2ccccc2)C(C)c2nc3ccccc3n21 (configuration not stated)	0.8%	8%
CCOC(=O)c1sc(NC(=O)CSc2nc3c(cc2C#N)CCC3)c(C#N)c1C	-5.9%	-3%
C=CCc1cccc2cc(C(=O)NCc3ccc(C(=O)OCC)o3)c(=O)oc12	4.4%	nt
Cc1cc[n+](CC(=O)c2ccc(C)c([N+](=O)[O-])c2)cc1	-2.0%	1%
CSCCC(NS(=O)(=O)c1ccc2c(c1)oc(=O)n2C)C(=O)NC1CCC(C)CC1 (configuration not stated)	-1.0%	-2%
Nc1ccc(Oc2ccc(Cl)cc2)cc1	-2.6%	nt
COC(=O)c1cc(OC)c(OC)cc1NC(=O)CN1CCOCC1	-2.2%	0%
CCOc1ccc(N2C(=O)CC(N3CCN(C(c4ccccc4)c4ccccc4)CC3)C2=O)cc1 (configuration not stated)	-3.7%	0%
COc1ccc(N(CC(=O)NCc2ccccn2)S(=O)(=O)c2ccc(OC)c(OC)c2)cc1	-0.7%	4%
O=C(NC(=S)N1CCOCC1)c1ccc(F)cc1	-2.5%	0%
Nc1nc2ccccc2n1/N=C/c1ccc(Br)cc1	-3.9%	-4%
Cc1cc2cc(C(c3nnnn3CC3CCCO3)N3CCCc4ccccc43)c(=O)[nH]c2cc1C (configuration not stated)	1.0%	2%
CC1CCCCN1Cc1nc2c(c(=O)n(C)c(=O)n2C)n1Cc1cccc2ccccc12 (configuration not stated)	-4.3%	1%
CC(=O)Nc1cccc(NC(=O)C2CCCN2C(=O)Nc2ccccc2C)c1 (configuration not stated)	2.6%	-11%
COc1ccc(C(=O)Nc2cc(-c3nn4c(C)nnc4s3)ccc2C)cc1	1.8%	0%
Cn1c(-c2ccc(C=O)s2)nc2ccccc21	0.1%	nt
Clc1ccc(Cn2ncc3c(NCCN4CCOCC4)ncnc32)cc1	-0.6%	8%
O=C(Nc1ccc2c(c1)OCO2)c1cnn2c(C(F)(F)F)cc(-c3ccco3)nc12	0.8%	-2%
O=C(NCc1ccco1)c1cccn2c(=O)c3cc4ccccc4cc3nc12	22%	nt
CCN(CC)C(=O)CSc1nc2cc3c(cc2c(=O)n1Cc1ccc2c(c1)OCO2)OCO3	0.6%	-5%
Cc1c(C2OC(=O)C3(CCCCC3)C(=O)C2(C)C)c(=O)n(-c2ccccc2)n1C (configuration not stated)	-1.4%	4%
CN1c2ccccc2C(C)(C)[C@]12C=Cc1cc(O)ccc1O2	-14%	nt
Nn1c(-c2cccs2)nc2sc3c(c2c1=O)CCCC3	-4.5%	5%
CC1CCCN(c2ccc(C(=O)NCCc3ccccc3)cn2)C1 (configuration not stated)	1.4%	-5%
O=C(COc1cc2oc(=O)c3c(c2cc1Cl)CCCC3)OCc1ccccc1	-2.6%	4%
COc1cc(Cl)c(S(=O)(=O)NCc2cccnc2)cc1Cl	6.6%	0%
Cc1oc2ccc(OCc3ccc([N+](=O)[O-])cc3)cc2c1C(=O)OC(C)C	-1.3%	3%
O=C(c1cn(-c2ccccc2)nc1-c1ccc(F)cc1)N1CCOCC1	-3.3%	-14%
Cn1c2c(c(=O)n(C)c1=O)CN(CCN1CCNCC1)CN2	0.1%	-5%
O=C(CN1C(=O)/C(=C\c2ccccc2Cl)SC1=S)Nc1cc(Cl)ccc1O	2.2%	3%
COc1ccc(Br)cc1/C=C/C(=O)Nc1cc(-c2nc3ccccc3o2)ccc1C	4.4%	16%
COc1ccc(-c2nnc(SCC(=O)O)n2N)cc1	-5.7%	1%
Next part:
SMILES	Hsp70 displacement	MKP-3 inhibition
O=C(CCCN1C(=O)/C(=C\c2cccs2)SC1=S)Nc1cccnc1	-4.5%	3%
O=C(CCc1ccc(S(=O)(=O)N2CCOCC2)cc1)Nc1cc(Cl)ccc1N1CCOCC1	-3.2%	nt
Cc1cccn2c(=O)c(/C=N/O)c(N3CCCCC3)nc12	-3.1%	-2%
CCOC(=O)c1ccc(NC(=O)CNC(=O)C23CC4CC(CC(C4)C2)C3)cc1	-2.1%	nt
CCc1ccc(NC(=S)NC(=O)/C=C/c2ccccc2)cc1	2.4%	0%
CC(C)(C)C1CCc2c(sc(NC(=O)c3ccc(Br)cc3)c2C(N)=O)C1 (configuration not stated)	7.2%	-1%
COc1ccc(NC(=O)CCN2CCC(C)CC2)cc1	nt	-16%
Cc1cc(C)nc(N2N=C(C(C)(C)C)CC2=O)n1	-1.4%	nt
COc1cc(OC)cc(C(=O)NCCN2CCOCC2)c1	3.0%	5%
CC(C)c1ccccc1NC(=O)C1C2C=CC(C2)C1C(=O)O (configuration not stated)	-2.7%	4%
O=c1c2cc(Br)cc(Br)c2oc2nc3n(c(=O)c12)CCCS3	2.6%	nt
O=S(=O)(NC1=NCCCCCC1)c1cccs1	-2.0%	3%
c1ccc(CN2C3=NCCN3c3ccccc32)cc1	5.9%	0%
O=C(CN1C(=O)CSC1=O)Nc1ccc2c(c1)OCCO2	0.7%	-4%
CCc1ccc(NC(=O)CN(c2ccc(C)cc2)S(=O)(=O)c2ccccc2)cc1	-2.0%	1%
COc1ccc(-c2ccc(SCC(=O)Nc3cc(C)on3)nn2)cc1OC	1.7%	-10%
COc1cc(N)c(Cl)cc1NC(=O)c1ccccc1	-0.8%	-7%
O=C(NCCCN1CCOCC1)c1ccc(Cl)cc1Cl	6.4%	-3%
COc1cc2c(cc1OC)C(Cc1ccc(O)cc1)N(C)CC2 (configuration not stated)	nt	6%
O=c1c2c(nc3cc(-c4ccc(F)cc4)[nH]n13)CCCC2	-11%&-12%	1%&1%
CCC1(COC(=O)Nc2cccc(Cl)c2)COC1	5.7%	-24%
Cc1ccc(NC(=O)COC(=O)c2ccn(C)n2)cc1	-0.8%&5.3%	-1%&-5%
O=C(OCCn1cncn1)c1cc2ccccc2oc1=O	-4.8%	9%
Cc1cc(Br)cc(C)c1NC(=O)c1ccc2c(c1)OCCO2	5.0%	83%*
CCCCn1c(SCC(=O)NCc2ccccc2)nc2ccc(N3CCOCC3)cc2c1=O	3.0%	1%
CCCCCc1ccc(S(=O)(=O)NCCc2ccncc2)cc1	-2.8%	nt
Cc1ccc(C)c(NC(=O)CN(c2ccc(F)cc2)S(=O)(=O)c2ccccc2)c1	3.8%	-3%
Cc1ccc(Cn2c(=N)c(C(=O)NCc3ccco3)cc3c(=O)n4ccccc4nc32)cc1	16%	0%
CCOc1ccc(NC(=O)c2c(Cl)cccc2Cl)cc1	0.5%	-1%
N/C(=N\OC(=O)c1ccccc1F)c1ccc(Br)cc1	5.1%	-5%

Continued; the last 4 above are carried over.
SMILES	Hsp70 displacement	MKP-3 inhibition
Cc1ccc(C)c(NC(=O)CN(c2ccc(F)cc2)S(=O)(=O)c2ccccc2)c1	3.8%	-3%
Cc1ccc(Cn2c(=N)c(C(=O)NCc3ccco3)cc3c(=O)n4ccccc4nc32)cc1	16%	0%
CCOc1ccc(NC(=O)c2c(Cl)cccc2Cl)cc1	0.5%	-1%
N/C(=N\OC(=O)c1ccccc1F)c1ccc(Br)cc1	5.1%	-5%
OCc1ccc(O)c2ncccc12	0.3%	nt
CN(C1=C(Cl)C(=O)N(c2ccccc2)C1=O)c1ccccc1	-2.8%	0%
CC(=O)N1c2ccccc2NC2=C(C(=O)CC(C)(C)C2)C1c1ccc(C#N)cc1 (configuration not stated)	-9.3%	5%
CSCCC(/C(O)=C(\C#N)c1nc2ccccc2[nH]1)N1C(=O)c2ccccc2C1=O (configuration not stated)	-3.7%&3.5%	-9%&2%
COC(=O)CCc1c(C)[nH]c(=S)[nH]c1=O	-1.3%	-2%
COCCCNC(=O)CC(NS(=O)(=O)c1ccc(Cl)cc1)c1ccc(OC)cc1 (configuration not stated)	4.7%	nt
CCCCNC(=O)c1c(NC(=O)c2ccccc2)sc(C)c1C	-1.8%	-2%
Fc1c(F)c(F)c2c(c1F)Oc1ccccc1O2	3.8%	-3%
COc1ccc(C2NC(=O)NC(c3ccccc3)=C2c2ccc3ccccc3n2)cc1OC (configuration not stated)	-6.2%	6%
O=C(OCCNC(=O)c1cc2ccccc2oc1=O)c1cccnc1	-0.2%	-15%
O=C(Cc1cccs1)NCc1cccnc1	-0.8%&2.8%	3%
O=S(=O)(c1ccccc1)n1nc(-c2ccccc2)nc1NCc1ccco1	-2.2%	4%
Cc1c(OC(C)C(=O)O)ccc2c3c(c(=O)oc12)CCC3 (configuration not stated)	-3.3%	2%
O=c1[nH]c(CN2CCN(C/C=C/c3ccccc3)CC2)nc2cc(Cl)ccc12	7.0%	-2%
CC(C)(C)c1ccc(C2(C)NC(=O)N(CC(=O)Nc3ccc4c(c3)OCO4)C2=O)cc1 (configuration not stated)	4.5%	nt
Cc1ccc(NC(=O)CSc2nnc(-c3ccc(S(=O)(=O)N4CCOCC4)cc3)n2C)cc1	-1.5%	-3%
CCn1c(NC(=O)c2ccccc2)c(-c2cccs2)c(=O)c2ccccc21	-0.9%	nt
CCc1ccccc1N1CC23C=CC(O2)C(C(=O)OC)C3C1=O (configuration not stated)	-1.0%	-12%
CC(C)(C)n1c(O)c(N=Nc2ccc(Br)cc2)c(=O)[nH]c1=O	-0.3%	-3%
COc1ccc(C(=O)Nc2ccc(Cl)cc2C(=O)NCCO)cc1	3.1%	1%
CC(=O)Nc1ccc(OCC(=O)c2cc(C)ccc2C)cc1	-1.6%	nt
COc1ccc(-c2noc(CCN3C(=O)c4ccccc4C3=O)n2)cc1OC	-4.9%	-5%
Cc1ccc(S(=O)(=O)N2CCC(C(=O)N[C@@H](C)C(=O)NCC3CCCO3)CC2)cc1 (some centres not stated)	0.6%	5%
COC(=O)c1c(-c2ccccc2Cl)csc1NC(=O)C1C2CCC(C2)C1C(=O)O (configuration not stated)	-4.5%	4%
O=S(=O)(c1ccc2oc3ccc(S(=O)(=O)N4CCCCC4)cc3c2c1)N1CCCCC1	2.4%	nt
COc1ccc(-c2c(NC(=O)c3ccco3)n(C)c3ccccc3c2=O)cc1	-2.0%	nt
O=C(Cc1ccccc1)Nc1ccc(Cl)c(-c2nc3ncccc3o2)c1	-3.0%	4%
Cc1cccnc1NC(=O)c1cc2c(ccc3ccccc32)oc1=O	-3.6%	2%

Of the compounds above, these contain bromine.
SMILES	Hsp70 displacement	MKP-3 inhibition
CC(=O)c1nn(-c2cccc(Br)c2)cc1C(=O)c1ccco1	-3.6%	nt
Nc1nc2ccccc2n1/N=C/c1ccc(Br)cc1	-3.9%	-4%
COc1ccc(Br)cc1/C=C/C(=O)Nc1cc(-c2nc3ccccc3o2)ccc1C	4.4%	16%
CC(C)(C)C1CCc2c(sc(NC(=O)c3ccc(Br)cc3)c2C(N)=O)C1 (configuration not stated)	7.2%	-1%
O=c1c2cc(Br)cc(Br)c2oc2nc3n(c(=O)c12)CCCS3	2.6%	nt
Cc1cc(Br)cc(C)c1NC(=O)c1ccc2c(c1)OCCO2	5.0%	83%*
N/C(=N\OC(=O)c1ccccc1F)c1ccc(Br)cc1	5.1%	-5%
CC(C)(C)n1c(O)c(N=Nc2ccc(Br)cc2)c(=O)[nH]c1=O	-0.3%	-3%

Screens: PubChem, Sanford-Burnham Center for Chemical Genomics
